# G6PDH CS = inhibits Leuconostoc G6PDH, flagging false hits in G6PDH-based assays; inhibition, % at 5 µM; 200,000 compounds, 0.12% hits; Purified L. mesenteroides G6PDH, diaphorase/resazurin coupled fluorescence, 45 min; in the data active means inhibition above about 50%
# STAT1 act = increases IFN-gamma driven STAT1 reporter signal | NIH 3T3 STAT1-luciferase reporter, luminescence; 100% = IFN-gamma alone, no compound | activation (% of control), % at 5.5 µM | 200,000 compounds, 2.6% hits | AID 932;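 active means activation above the screen-wide mean activation plus 3 SD, cut at about 130% in these data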;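 further: raw ratio to IFN-gamma control signal so 100% means no change and 0% no light; values of inactives mirror those of a sister screen read the other way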
# Diaph inh CS = counter-screen for diaphorase-based assays: diaphorase inhibitors and chemical oxidizers | diaphorase resazurin-to-resorufin fluorescence, NADH, 16 min; bacterial (C. kluyveri) enzyme, not human | inhibition, % at 20 µM | 190,000 compounds, 0.69% hits | AID 1217;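 active means primary screen inhibition at 20 µM above a set limit, cut at about 50% in these data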;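 further: plate controls were DMSO with full reaction for no effect and wells lacking NADH for full effect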
#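 System: Bacterial diaphorase enzyme (C. kluyveri) | Incubation: 16-min room-temperature incubation before reading | Benchmarks: No-NADH positive control and DMSO neutral control | Measured by: Resorufin fluorescence 544/590 nm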
# TLR4-MyD88 BLA = inhibitors of human TLR4-MyD88 binding. O00206+Q99836. HeLa CL3-4 TLR4/MyD88 BLA complementation, FRET ratio. inhibition, % at 8.4 µM. 200,000 compounds, 0.18% hits; in the data active means inhibition above about 25%;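 further: 0% = vehicle and 100% = reference inhibitor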
# Diaph act CS = diaphorase activation or chemical reduction counter-screen; Diaphorase/resazurin coupled assay, resorufin fluorescence, 16 min; active compounds read high; 1 = vehicle wells, 0 = NADH-free wells; activation factor at 20 µM; AID 1229; 190,000 compounds, 0.005% hits;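 active means diaphorase activity raised at least twofold by the compound at 20 µM; inactive means activation factor below 2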
#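 test system = bacterial diaphorase enzyme (C. kluyveri) | quantity = enzyme 0.07 U/mL final | reagent = NADH substrate 0.114 mM plus resazurin dye 0.1 mM, final | incubation = 16 min enzyme reaction, ambient temperature | buffer or medium = HEPES pH 7.4 buffer with MgCl2 and Tween 20 | signal = fluorescence of resorufin, 544 nm excitation, 590 nm emission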
# APP 5UTR inh = APP translation inhibition; inhibition, % at 2 µM; AID 1285; SH-SY5Y APP 5'UTR-luciferase reporter, luminescence; 190,000 compounds, 0.82% hits;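 active means inhibition above a set limit, derived from the sample mean plus 3 SD, cut at about 45% in these data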; further: values of inactives mirror those of a sister screen read the other way
# STAT3 act = increases IL-6 driven STAT3 reporter signal; U3A cells, IL-6 STAT3-luciferase reporter, luminescence; 100% = signal with IL-6 EC80 alone; activation (% of control), % at 5.6 µM; 190,000 compounds, 0.91% hits; AID 871;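 active means activation above the screen-wide mean of compound activation plus 3 SD, cut at about 130% in these data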;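 further: 0% = background luminescence of wells with medium and substrate only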
#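 Material: STAT1-lacking human U3A cells, STAT3 luciferase reporter | Benchmarks: IL-6-only wells as 100% reference | Probe or stimulus: IL-6 (33 ng/mL) | Timing: Compound 1 h, then IL-6 6 h at 37 °C | Detection: Luminescence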
# STAT1 inh = reduces IFN-gamma driven STAT1 reporter signal; NIH 3T3 STAT1-luciferase reporter, luminescence; inhibition, % at 5.5 µM; 200,000 compounds, 0.35% hits; AID 920;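 active means inhibition above a set limit, the mean inhibition across all tested compounds plus 3 SD, cut at about 34% in these data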;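 further: 0% = IFN-gamma with DMSO and 100% = IFN-gamma with 300 µM nifuroxazide; values of inactives mirror those of a sister screen read the other way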
# STAT3 inh = inhibitors of IL-6 induced STAT3 signaling; inhibition, % at 5.5 µM; AID 862; 190,000 compounds, 0.89% hits; U3A cells, IL-6 STAT3-luciferase reporter, luminescence; host cell line lacks STAT1;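 active means inhibition above the mean inhibition across all screened compounds plus 3 SD, cut at about 44% in these data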;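 further: 0% = DMSO only wells and 100% = 100 µM nifuroxazide control wells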
# Hsp70 act = transcriptional activators of Hsp70 | HeLa Hsp70 promoter luciferase reporter, luminescence; scaled: vehicle 0, proteasome-inhibitor control 100% | activation, % at 10 µM | 200,000 compounds, 0.04% hits | AID 1203;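 active means activation above the mean across all tested compounds plus 3 SD, cutoff set per campaign, cut at about 5.5% in these data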;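 further: 100% = MG132 at 30 µM as the positive control and 0% = DMSO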
# The depositor's hits bear a star; nt = not tested or not shown.
SMILES,G6PDH CS,STAT1 act,Diaph inh CS,TLR4-MyD88 BLA,Diaph act CS,APP 5UTR inh,STAT3 act,STAT1 inh,STAT3 inh,Hsp70 act
CCOC(=O)C1CCN(C(=O)c2cc(S(=O)(=O)N3CCOCC3)c(Cl)cc2Cl)CC1,14,105,-11,0,1.1,-17,101,-6,2,0.3
Cc1cc(Cl)cc(Br)c1OCCCN1C(=O)NC(C)(C)C1=O,4,107,12,-10,0.9,7,98,-8,6,0.1
Cc1cc2nnc(SCC(=O)OC(C)C)n2c2ccccc12,7,104,-5,-14,1.1,-5,100,-4,3,-0.3
CC(C)Cn1c(O)c(/C=C2\C=NN=C2c2ccccc2)sc1=S,-2,101,28,-14,0.7,-2,99,-1,3,-0.2
CC(C)(C)c1ccc(OCCC(=O)Nc2cccc(S(=O)(=O)N3CCCCC3)c2)cc1,4,88,26,1,0.7,4,96,13,13,0.2
CCCCN(CC)CCNC(=O)C1c2cc(OC)c(OC)cc2C(=O)N2CCc3ccccc3C12 (centres undefined),8,91,6,7,0.9,5,95,10,10,-0.4
Nc1nc(SC2c3cccc4cccc(c34)C2NS(=O)(=O)c2ccccc2)n[nH]1 (centres undefined),4,97,15,-11,0.9,-7,107,3,-11,-0.4
COc1ccc(CN(C(=O)c2ccco2)C2CC(C)N(C)CC2C)cc1 (centres undefined),0,100,6,5,0.9,-32,105,0,-3,0.0
COc1ccc(C(c2nnnn2C(C)(C)C)N2CCN(C)CC2)cc1OC (centres undefined),12,100,17,2,0.8,-9,97,1,10,-0.1
Cc1ccc2c(CSc3nc4ccccc4c(=O)n3CCCO)cc(=O)oc2c1C,5,105,14,2,0.9,-2,103,-5,1,-0.2
CS(=O)(=O)N(CC(=O)NCC1CCCO1)c1ccc(Cl)c(Cl)c1 (centres undefined),0,95,8,-4,0.9,0,97,1,5,-0.1
Cc1cc(Cl)ccc1OCC(=O)NCCCN1CCOCC1,-5,101,17,2,0.8,-4,109,-2,-5,-0.1
Cc1oc2ccc(OCc3ccc(F)cc3)cc2c1C(=O)O,7,93,9,-5,0.9,0,96,8,10,-0.4
COc1cc(NC(=O)COC(=O)c2cnc(C)cn2)c(C)cc1[N+](=O)[O-],0,98,8,1,0.9,15,103,4,2,-0.3
COc1ccc(-c2nc(C)ncc2N=Nc2ccccc2)cc1,6,108,2,-7,1,18,94,-13,16,0.1
COCCN(C(=S)Nc1ccc(C(C)C)cc1)C(C)c1cccs1 (centres undefined),1,102,-1,15,1,13,99,-2,9,-0.1
CCOC(=O)Cc1csc(NS(=O)(=O)Cc2ccccc2)n1,-3,104,8,3,0.9,12,100,-4,2,-0.3
CCCS(=O)(=O)N1CCCC(C(=O)c2ccccc2OC)C1 (centres undefined),11,89,-2,2,1,7,98,10,7,-0.2
CCCCNC(=O)C(C#N)c1nc2ccccc2nc1N1CCN(c2ccccc2F)CC1 (centres undefined),-1,108,3,-6,1,-23,102,-9,3,0.1
CSc1ccccc1NC(=O)Nc1ccccc1,-12,99,7,10,0.9,17,91,1,14,0.1
CC(=O)c1cccc(N(C(=O)c2ccco2)C(C(=O)NC2CCCC2)c2ccncc2)c1 (centres undefined),3,95,16,-22,0.8,2,98,5,12,-0.3
CCN1CNC(=S)N(CCc2ccccc2)C1,7,93,-1,-13,1,1,90,8,12,-0.1
CN(C)S(=O)(=O)c1ccc(N2CCCC2)c(C(=O)NCc2cccc(C(F)(F)F)c2)c1,8,100,4,7,1,nt,110,0,-13,0.0
CC(=O)C1=C(N2CCCCC2)CCC1=O,26,96,-1,0,1,-32,101,5,2,-0.1
OC(CNCc1ccc(Cl)c(Cl)c1)c1ccccc1 (centres undefined),12,102,19,-9,0.8,1,101,-4,6,0.1
CN(C(=O)COC(=O)c1ccc2c(c1)NC(=O)CS2)C1CCS(=O)(=O)C1 (centres undefined),2,97,17,-1,0.8,1,99,3,11,-0.1
CC1(C)Cc2ccccc2C(/C(=N/O)C(N)=O)=N1,6,97,13,-3,0.9,-21,106,3,-6,-0.1
CCCC(=O)Nc1ccc(OCC(O)CNC(C)C)c(C(C)=O)c1 (centres undefined),15,101,-9,4,1.1,-13,96,-1,7,0.2
COc1ccc(C(=O)Nc2ccc(OC)c([N+](=O)[O-])c2)cc1Br,6,99,8,-8,0.9,-1,83,-1,27,-0.2
COc1ccc(-c2cn3c(C)c(C(=O)NCc4ccc5c(c4)OCO5)sc3n2)cc1,nt,97,nt,7,nt,7,86,4,22,-0.5
CCn1nnnc1NCc1ccc(OCc2ccc(F)cc2Cl)c(OC)c1,-1,92,12,-8,0.9,-35,88,7,18,-0.1
O=C(CSc1nnc(NC(=O)c2c(F)cccc2F)s1)Nc1ccc(F)cc1,8,101,nt,-1,nt,-8,108,-1,-1,-0.2
Cc1ccc(SCc2nc(-c3ccncc3)no2)cc1,9,109,24,-3,0.8,-3,93,-10,11,-0.2
COc1cc(C(=O)N2CCN(C(=O)Cc3ccccc3)CC2)cc(OC)c1OC,0,101,9,-5,0.9,-9,98,-1,5,-0.2
Cc1ccc(OCCn2c3ccccc3n3nc(C)c(=O)nc23)cc1,12,100,2,9,1,-6,93,-1,16,-0.1
CCOC(=O)C1(CC2CCCCO2)CCN(Cc2nc3ccccc3[nH]2)CC1 (centres undefined),5,87,4,5,1,11,110,13,-6,-0.1
CCC(c1nnnn1CCOC)N1CCN(C(=O)c2ccco2)CC1 (centres undefined),2,102,0,-8,1,-7,105,-2,1,0.0
O=C(Cn1cnc2ccccc2c1=O)N1CCN(Cc2ccccc2)CC1,-8,105,11,0,0.9,-12,104,-5,0,-0.2
CN(C)Cc1c(O)ccc2c3c(c(=O)oc12)CCCCC3,3,97,8,11,0.9,-1,105,3,-2,-0.1
CCN(CC)c1nc(-c2ccccn2)nc(-c2ccccc2)c1C#N,2,90,4,11,1,2,96,10,6,0.1
COc1ccc(OCC(=O)Nn2c(-c3ccc(OC)cc3)nc3ccccc3c2=O)cc1,9,89,-4,-8,1,-20,104,12,-4,-0.3
Cc1ccc(N(CC(=O)NC(C)(C)C)C(=O)CNC(=O)c2cccs2)c(C)c1,15,98,0,5,1,-6,104,3,-2,-0.2
O=C1/C(=C/c2cccnc2)SC(=S)N1c1ccccc1,-6,96,31,12,0.7,7,87,4,14,-0.2
Cc1ccc(-n2[nH]c(C)c(C=Nc3ccc(S(=O)(=O)Nc4nccs4)cc3)c2=O)c(C)c1,6,100,-7,-12,1.1,-2,100,-1,5,-0.3
C=CCOC(=O)C1=C[C@@H](C2CCCCC2)C[C@@H](OCc2ccc(CO)cc2)O1,16,108,30,6,0.7,0,nt,-7,nt,-0.1
CCOC(=O)c1cnn(-c2ccc(C(F)(F)F)cn2)c1N,6,145*,0,10,1,-28,108,-49,-6,0.0
CCC(C)[C@H](NC(=O)NCc1cccs1)C(=O)O (some centres undefined),6,94,13,2,0.9,-20,96,7,7,-0.3
CCOC(=O)C(CO)(NC(C)=O)C(=O)OCC,-4,99,4,3,1,12,103,1,-1,-0.2
CN(C)Cc1cn(CCC(=O)O)c2ccccc12,nt,101,nt,2,nt,-1,99,-2,4,-0.5
CCCCOC(=O)N/N=C/C=C/c1ccccc1,-7,113,19,-1,0.8,-23,91,-15,13,-0.2
COC(=O)c1cc(-c2ccc(Cl)cc2)n(-c2ccc(S(N)(=O)=O)cc2)n1,6,96,7,-6,0.9,24,98,2,5,-0.2
CC(C)NC(=O)CSc1nc(-c2ccccc2)cs1,-1,128,19,-17,0.8,-49,95,-28,10,0.1
O=C(CCCCn1c(=O)[nH]c2ccsc2c1=O)NCC1CCCO1 (centres undefined),-7,104,9,2,0.9,-9,104,-3,2,-0.3
CCOC(=O)CNC(=O)CSc1nc2sc(C)c(C)c2c(=O)n1C,-1,101,12,3,0.9,1,99,-1,9,-0.2
N#Cc1ccc(N2CCCC2C(=O)O)c([N+](=O)[O-])c1 (centres undefined),3,100,-10,-8,1.1,-14,109,0,-8,0.2

# Part of the list above in order of heavy-atom count, smallest number first:
SMILES,G6PDH CS,STAT1 act,Diaph inh CS,TLR4-MyD88 BLA,Diaph act CS,APP 5UTR inh,STAT3 act,STAT1 inh,STAT3 inh,Hsp70 act
CCOC(=O)C(CO)(NC(C)=O)C(=O)OCC,-4,99,4,3,1,12,103,1,-1,-0.2
CCCCOC(=O)N/N=C/C=C/c1ccccc1,-7,113,19,-1,0.8,-23,91,-15,13,-0.2
CC(C)NC(=O)CSc1nc(-c2ccccc2)cs1,-1,128,19,-17,0.8,-49,95,-28,10,0.1
O=C1/C(=C/c2cccnc2)SC(=S)N1c1ccccc1,-6,96,31,12,0.7,7,87,4,14,-0.2
CCOC(=O)c1cnn(-c2ccc(C(F)(F)F)cn2)c1N,6,145*,0,10,1,-28,108,-49,-6,0.0
CCOC(=O)CNC(=O)CSc1nc2sc(C)c(C)c2c(=O)n1C,-1,101,12,3,0.9,1,99,-1,9,-0.2
COC(=O)c1cc(-c2ccc(Cl)cc2)n(-c2ccc(S(N)(=O)=O)cc2)n1,6,96,7,-6,0.9,24,98,2,5,-0.2
Cc1ccc(N(CC(=O)NC(C)(C)C)C(=O)CNC(=O)c2cccs2)c(C)c1,15,98,0,5,1,-6,104,3,-2,-0.2
COc1ccc(OCC(=O)Nn2c(-c3ccc(OC)cc3)nc3ccccc3c2=O)cc1,9,89,-4,-8,1,-20,104,12,-4,-0.3

# Compounds as they come, and some 6.1% of all compounds hit somewhere here.
